CaV13 ICDI inh: Primary screen for inhibitors of IQ motif and Ca2+-dependent inactivation inhibitor domain binding in CACNA1D, Förster resonance energy transfer in living cells, … | HEK cells, CFP/YFP FRET ICDI-IQ, plate reader, 10 min; percent FRET-ratio fall versus neutral wells | inhibition, % at 12.3 µM | 340,000 tested, 0.098% active;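 active means mean replicate inhibition of at least 30% and at least 1% of replicates passing that level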;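 further: 0% = median of the neutral control wells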
NR2E3 ag-1: agonists of human NR2E3 nuclear receptor | 360,000 tested, 0.35% active | CHO-S Gal4-NCOR/VP16-NR2E3 two-hybrid, luciferase | AID 602229 | Q9Y5X4 | inhibition of corepressor binding, % at 3.98 µM;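 active means inhibition above the mean of all tested compounds plus 3 SD, cut at about 70% in these data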;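 further: 0% = DMSO with NR2E3 transfected cells and 100% = cells lacking NR2E3 construct; higher means lower luciferase signal from less NR2E3 corepressor binding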
HIF-2a inh: blocks HIF-2a reporter activity; inhibition, % at 18.8 µM; AID 624352; 360,000 tested, 0.72% active; 786-0 RCC cells HIF-2a reporter, luciferase luminescence, overnight;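 active means inhibition of the luminescence signal of 40% or more relative to plate controls, in a single-dose primary screen at 18.75 µM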
NR2E3 ag-2: agonists of human nuclear receptor NR2E3 | Q9Y5X4 | GST-NR2E3/biotin-RetCOR TR-FRET, 1536-well | inhibition of corepressor binding, % at 4.78 µM | 320,000 tested, 0.12% active | AID 2300;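 active means percent inhibition above the cutoff of mean plus 3 SD of all tested compounds, set per screening campaign, cut at about 20% in these data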;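 further: 0% = DMSO wells and 100% = biotin wells as full block of FRET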
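Test system: GST-NR2E3 and biotin-RetCOR proteins | Quantity: 1.35 nM GST-tagged NR2E3 final | Medium: Tris pH 7.5 | Also added: 7 nM biotin-RetCOR | Dosing: Compound at 4.8 µM, single dose | Timing: 5 h at 4 °C | Detection: Time-resolved FRET | Read-out basis: Percent inhibition | Benchmarks: Biotin wells as high control, 0.6% DMSO wells as low control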
PDI turbidity: inhibitors of human protein disulfide isomerase. P07237. PDI insulin aggregation turbidity, A650, 90 min. inhibition, % at 10 µM. 350,000 tested, 0.052% active;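 active means mean inhibition across replicates of 30% or more, whatever share of single replicates reach that level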;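 further: absorbance from insulin aggregation driven by PDI reduction with DTT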
Target sequence (P07237 whole entry, looked up): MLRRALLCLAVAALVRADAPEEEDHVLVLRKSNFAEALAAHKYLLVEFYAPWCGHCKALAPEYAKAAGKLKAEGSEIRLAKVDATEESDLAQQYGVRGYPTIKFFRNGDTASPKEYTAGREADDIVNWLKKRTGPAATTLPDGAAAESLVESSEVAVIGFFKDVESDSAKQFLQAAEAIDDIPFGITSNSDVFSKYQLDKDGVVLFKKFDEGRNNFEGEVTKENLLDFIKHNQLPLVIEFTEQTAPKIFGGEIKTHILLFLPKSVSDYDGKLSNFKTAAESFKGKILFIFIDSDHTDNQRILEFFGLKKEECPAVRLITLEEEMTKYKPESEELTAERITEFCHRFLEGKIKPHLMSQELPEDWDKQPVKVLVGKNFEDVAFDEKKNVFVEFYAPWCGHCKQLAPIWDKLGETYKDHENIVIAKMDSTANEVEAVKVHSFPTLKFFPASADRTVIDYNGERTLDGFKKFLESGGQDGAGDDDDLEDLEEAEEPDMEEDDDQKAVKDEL
Peg3 promoter: reduces Peg3 promoter-driven luciferase expression in HeLa; HeLa PEG-Prom luciferase reporter, luminescence, overnight; inhibition, % at 20 µM; 360,000 tested, 1.7% active; AID 588405;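 active means inhibition of at least 50% at 20 µM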
hiPSC survival: increases survival of single human iPS cells; 360,000 tested, 0.044% active; AID 602274; hiPSC single-cell survival, ATPlite luminescence; 100% = ROCK inhibitor wells, 0% = DMSO; survival enhancement, % at 20 µM; in the data active means survival enhancement above about 18%;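 further: cells exposed to compounds for 16 hours before the ATP read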
Shn3 inh set2: reduces Shn3 3'UTR luciferase signal in osteoblasts; 360,000 tested, 0.52% active; inhibition, % at 12.5 µM; Clone20 osteoblast Shn3 3'UTR firefly luciferase, 24 h;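 active means mean inhibition of at least 75% with every replicate also reaching 75%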;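 further: 0% = median of neutral control wells and 100% = pilot-screen positive control compound; some compounds past the cut are filed as inactive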
m5-HT2A agonist: activates the mouse 5-HT2A serotonin receptor; CHO-K1 mHTR2A beta-arrestin complementation, luminescence; percent of 30 µM serotonin response; AID 624169; 360,000 tested, 0.66% active; activation, % at 7.6 µM; P35363;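 active means activation above a run cutoff, the mean activation of all tested compounds plus 3 SD, cut at about 14% in these data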;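 further: 0% = plate median of compound wells and 100% = 30 µM serotonin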
Target sequence (P35363 whole entry, looked up): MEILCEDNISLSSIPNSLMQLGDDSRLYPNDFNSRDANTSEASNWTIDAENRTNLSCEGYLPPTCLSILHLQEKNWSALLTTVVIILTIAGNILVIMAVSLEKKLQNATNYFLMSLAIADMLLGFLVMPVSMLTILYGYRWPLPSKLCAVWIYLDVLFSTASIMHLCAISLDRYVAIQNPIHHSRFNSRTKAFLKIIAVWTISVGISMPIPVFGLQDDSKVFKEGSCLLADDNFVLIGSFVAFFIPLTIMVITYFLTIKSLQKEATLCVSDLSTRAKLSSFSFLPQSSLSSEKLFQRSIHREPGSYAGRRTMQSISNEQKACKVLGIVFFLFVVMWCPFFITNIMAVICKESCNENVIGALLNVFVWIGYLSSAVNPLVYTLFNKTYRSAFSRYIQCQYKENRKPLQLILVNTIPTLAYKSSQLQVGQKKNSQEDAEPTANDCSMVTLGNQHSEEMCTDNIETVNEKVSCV
H9c2 protect: protects H9c2 cardiomyocytes from peroxide injury. AID 588492. 360,000 tested, 0.63% active. H2O2 injury protection, ATPLite, 2 h. protection from H2O2 cell death, % at 20 µM;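 active means compounds giving at least 50% protection of heart cells from peroxide-induced death in the single-dose screen, raw or plate-pattern-corrected value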;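 further: 0% = DMSO wells with peroxide and 100% = DMSO wells without peroxide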
TRPM1 prom inh: reduces MITF-dependent TRPM1 promoter luciferase signal | 330,000 tested, 0.83% active | SK-MEL-5 TRPM1 promoter luciferase, 24 h | inhibition, % at 12.5 µM;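 active means mean inhibition across replicates of 60% or more, whatever share of single replicates reaches that level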; further: values of inactives mirror those of a sister screen read the other way
Active calls of the source: *; . = no result given.

Preview (11 entries):
SMILES	CaV13 ICDI inh	NR2E3 ag-1	HIF-2a inh	NR2E3 ag-2	PDI turbidity	Peg3 promoter	hiPSC survival	Shn3 inh set2	m5-HT2A agonist	H9c2 protect	TRPM1 prom inh
COc1ccccc1CNC(=O)COC(=O)c1ccc2c(=O)n3c(nc2c1)CCCCC3	-2	-2	-31	3	0	-10	1.3	-8	18*	2	-5
O=C(CN1CCCCC1)Nc1ccc(S(=O)(=O)N2CCOCC2)cc1	-8	-1	9	4	-4	19	-1.9	-15	3	-1	-3
CC(C)CCOP(=O)(c1ccc(N(C)C)cc1)C(Nc1ccccc1)c1ccc(N(C)C)cc1 (configuration not stated)	-4	-32	9	1	-6	10	1.2	25	0	2	-3
CCOC(=O)N1CCC(=NNC(=O)Cn2ccc(C(F)(F)F)n2)CC1	2	-14	10	1	5	-4	-0.4	3	-2	8	11
OCC1(Cc2ccccc2)CCCN(Cc2cn[nH]c2-c2ccccc2)C1 (configuration not stated)	-4	9	21	0	7	6	-2.1	20	-5	5	-2
COC(=O)c1ccc(NC(=O)CCOc2ccccc2)cc1	-4	-16	-73	1	3	-99	-0.6	-17	-1	-4	-2
CC(C)c1ccc(NC2CCCN(C(=O)CN3CCCC3=O)C2)cc1 (configuration not stated)	-15	20	5	3	4	6	0.0	-2	1	-6	2
CC1CCCCN1C(=O)CSc1nnc(-c2ccccc2O)o1 (configuration not stated)	-2	-99	-173	-3	-4	-115	0.1	-54	-5	3	-32
N/C(=N\OC(=O)CCCOc1ccc(Cl)cc1Cl)c1ccccn1	-4	-10	-7	3	-5	-17	-0.9	-17	-3	-1	2
COc1cccc(OC)c1C(=O)NC(=S)Nc1ccc2c(c1)Cc1ccccc1-2	-4	-19	-49	-2	4	-63	1.4	-18	-7	-4	4
O=C(Cn1c(C(F)(F)F)nc2ccccc21)c1ccccc1	-8	-12	1	2	1	0	3.0	-1	-7	5	2

Results, previewed entries included:
SMILES	CaV13 ICDI inh	NR2E3 ag-1	HIF-2a inh	NR2E3 ag-2	PDI turbidity	Peg3 promoter	hiPSC survival	Shn3 inh set2	m5-HT2A agonist	H9c2 protect	TRPM1 prom inh
COc1ccccc1CNC(=O)COC(=O)c1ccc2c(=O)n3c(nc2c1)CCCCC3	-2	-2	-31	3	0	-10	1.3	-8	18*	2	-5
O=C(CN1CCCCC1)Nc1ccc(S(=O)(=O)N2CCOCC2)cc1	-8	-1	9	4	-4	19	-1.9	-15	3	-1	-3
CC(C)CCOP(=O)(c1ccc(N(C)C)cc1)C(Nc1ccccc1)c1ccc(N(C)C)cc1 (configuration not stated)	-4	-32	9	1	-6	10	1.2	25	0	2	-3
CCOC(=O)N1CCC(=NNC(=O)Cn2ccc(C(F)(F)F)n2)CC1	2	-14	10	1	5	-4	-0.4	3	-2	8	11
OCC1(Cc2ccccc2)CCCN(Cc2cn[nH]c2-c2ccccc2)C1 (configuration not stated)	-4	9	21	0	7	6	-2.1	20	-5	5	-2
COC(=O)c1ccc(NC(=O)CCOc2ccccc2)cc1	-4	-16	-73	1	3	-99	-0.6	-17	-1	-4	-2
CC(C)c1ccc(NC2CCCN(C(=O)CN3CCCC3=O)C2)cc1 (configuration not stated)	-15	20	5	3	4	6	0.0	-2	1	-6	2
CC1CCCCN1C(=O)CSc1nnc(-c2ccccc2O)o1 (configuration not stated)	-2	-99	-173	-3	-4	-115	0.1	-54	-5	3	-32
N/C(=N\OC(=O)CCCOc1ccc(Cl)cc1Cl)c1ccccn1	-4	-10	-7	3	-5	-17	-0.9	-17	-3	-1	2
COc1cccc(OC)c1C(=O)NC(=S)Nc1ccc2c(c1)Cc1ccccc1-2	-4	-19	-49	-2	4	-63	1.4	-18	-7	-4	4
O=C(Cn1c(C(F)(F)F)nc2ccccc21)c1ccccc1	-8	-12	1	2	1	0	3.0	-1	-7	5	2
O=C1C2C3C=CC(C3)C2C(=O)N1CNc1ccccc1 (configuration not stated)	-2	-20	12	-1	-5	6	1.2	7	-4	6	9
C[C@@H]1CN=C2N(CCNC(=O)CCC3CCCCC3)[C@H](Cc3ccc(O)cc3)CN21	-12	-2	-5	1	7	-7	-0.9	-4	-7	1	-9
CCC(=O)N(C)CCc1cc2c(c(OC)c1/C=N/NC(=O)[C@H]1C[C@@H]1c1ccccc1)OCO2	-5	-12	4	1	0	-3	0.7	-7	-8	23	-3
COc1ccc(Cc2nc(-c3ccccc3)no2)cc1	-7	-15	-293	-1	-6	-242	0.4	-7	0	-8	-43
Cc1cccc(N2CC(C(=O)OCC(=O)Nc3sccc3C(N)=O)CC2=O)c1C (configuration not stated)	-7	-25	-8	.	1	-13	3.9	-16	-1	-8	-1
CCc1ccc(NC(=O)CN(c2ccc(OC)cc2)S(=O)(=O)c2c(C)nn(C)c2C)cc1	-15	-18	18	1	1	10	0.0	-7	-3	2	3
O=C(c1ccc(S(=O)(=O)NCC2CCCO2)cc1)N1CCN(c2ccccc2)CC1 (configuration not stated)	4	-10	-3	4	9	19	-0.6	10	-1	0	-3
CCOC(=O)Cc1c(C)nc2c(C#N)c(C)nn2c1C	-5	-6	15	0	-3	17	0.8	3	7	6	0
CCOc1ccc2nc(NC(=O)c3cccnc3)sc2c1	-2	-55	-160	0	-8	-187	-2.0	-50	2	-16	-57
CCOc1cc(NC(=O)C2CCCO2)c(OCC)cc1NC(C)=O (configuration not stated)	-3	0	2	-4	0	10	1.9	-17	1	3	9
CCCN1C2CCCC1CC(NC(=O)c1cc(OC)cc(OC)c1)C2 (configuration not stated)	0	3	8	1	2	11	-0.7	-1	1	9	-3
O=C(OCc1ccc(F)cc1)c1cc(S(=O)(=O)N2CCCCC2)ccc1N1CCOCC1	-5	-36	17	1	-5	18	-0.4	75	1	-12	2
CC(Oc1ccc2c(-c3ccccc3)cc(=O)oc2c1)C(=O)NCCN1CCOCC1 (configuration not stated)	-2	-11	10	-6	-8	11	0.1	-9	-7	-4	3
COc1cc(NC(=O)c2c(F)c(F)c(F)c(F)c2F)c(OC)cc1Cl	-3	2	24	-2	-5	70*	2.2	17	8	8	40
O=C(c1cnn2c(C(F)(F)F)cc(-c3ccccc3)nc12)N1CCCCC1c1cccnc1 (configuration not stated)	-2	0	26	3	-3	9	-0.6	-2	-1	3	22
CN(C)c1ccc(-c2nnc(SCC3CCCO3)n2C)cc1 (configuration not stated)	0	-44	-145	1	-4	-132	-0.4	-39	-3	-5	-50
O=C(NCCO)c1ccc(Oc2ccc(C(F)(F)F)cc2[N+](=O)[O-])cc1	-7	-9	13	3	-11	4	-2.7	5	1	2	-4
CCc1cc(C(=O)c2ccc(C)cc2)c(NC(=O)CCl)s1	-4	6	-55	2	-5	24	-4.1	48	-4	-11	-5
COc1ccc(C2=CC(=O)CC(c3ccc(OC)cc3)C2)cc1 (configuration not stated)	-20	-26	-106	-2	4	-77	-0.6	-22	6	-8	-28
COc1ccc(NC(=O)CN(C)S(=O)(=O)c2cccc3nsnc23)cc1OC	-3	-29	3	0	0	0	2.9	19	3	6	16
CC(=O)O[C@H]1C[C@@]2(C)[C@@H](C[C@@H](O)[C@H]3[C@@]4(C)CC[C@@H](O)[C@@H](C)C4CC[C@@]32C)/C1=C(\CCC=C(C)C)C(=O)O (some centres not stated)	-4	1	1	5	3	9	-3.0	1	-2	8	2
Cc1ccc(/C=N/c2sc(Cc3ccccc3)c(C)c2C(N)=O)o1	-3	-41	-21	0	7	19	0.3	-4	-3	3	-7
Cn1nc([N+](=O)[O-])nc1Sc1nnc(-c2ccccc2)o1	.	-30	31	-2	-4	29	-4.1	6	0	-4	12
O=C(Nc1ccc(/C=C/c2nc3ccccc3o2)cc1)c1cccc(C(F)(F)F)c1	.	-105	-64	-6	0	-57	-4.0	-15	-6	-13	-7
COc1cc(CN(C)CC2CCCN(CCc3ccccc3F)C2)cc(Cl)c1OC (configuration not stated)	-13	-9	12	.	12	25	-0.1	-30	-12	-8	-11
CC1CC(C)CN(C(=O)Cn2c(=O)n(CCCCC(=O)NCc3ccco3)c(=O)c3ccccc32)C1 (configuration not stated)	0	-22	11	4	-3	9	-2.4	5	-7	20	-10
Cc1ccc(Cn2nnc3c(=O)[nH]c(C4CCCN(S(=O)(=O)c5ccc(F)cc5)C4)nc32)cc1 (configuration not stated)	-3	-8	10	0	9	22	0.3	15	3	3	10
CC1Oc2ccccc2N(Cc2ccccc2Cl)C1=O (configuration not stated)	-8	-24	-45	5	-2	-9	-1.8	-12	0	-9	7
OC(c1ccc(F)cc1)c1nc(-c2cccc(C(F)(F)F)c2)cs1 (configuration not stated)	-10	-31	-83	.	1	-33	0.3	-3	23*	-9	.
CCOc1ccc(-c2nnn(CC(=O)NCc3ccc(F)cc3)n2)cc1OCC	-9	-10	11	4	9	13	0.5	19	1	-3	11
CCC(CC)n1c(C)cc(=O)n1C(CC)CC	-6	15	-13	.	1	-5	1.2	-4	3	0	2
CN(C)c1ccc(C=C2C=Cc3ccccc32)cc1	-7	-83	-190	.	-3	-215	-3.8	-4	1	-22	-35
CCn1c(=S)sc2c(=O)n(CC(=O)Nc3ccccc3C(F)(F)F)c(C)nc21	-7	-7	21	4	-3	13	1.3	27	-2	3	4
CC(C)Oc1cccc(C(=O)C2CCCN(Cc3ccc(Oc4ncccn4)cc3)C2)c1 (configuration not stated)	3	-10	13	2	-1	-4	0.0	17	-8	-4	-2
O=C1/C(=C/c2cccs2)Sc2ccccc21	-15	-17	-95	-3	0	-137	-3.4	-13	0	-7	3
CCOc1ccc(NC(=O)CN(C)C(=O)c2cccnc2Sc2ccc(Cl)cc2)cc1OCC	-5	10	3	-4	-1	2	1.1	2	0	-1	4

Bioassay records: PubChem BioAssay, several laboratories

Rows were taken by chance, and some 3.9% of all compounds hit somewhere here.
